EPAC1 antagonist: qHTS for Antagonist of cAMP-regulated guanine nucleotide exchange factor 3 (EPAC1): primary screen | EPAC1 GEF assay, Rap1b-BODIPY-GDP exchange fluorescence | Potency, µM (doses to about 115 µM), without a hit: at the highest dose activity change, negative = inhibition, most hits filed as inhibitors | 0.14% of 360,000 active | AID 720709, 2013;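 further: potency means the concentration at half of the fitted maximal effect; plate controls were vehicle for no effect and positive control for full effect; nearly all actives have a fitted effect of over 50% in size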
PTHR1 ag: qHTS for PTHR1 Agonists: Primary Screen | Parathyroid hormone/parathyroid hormone-related peptide receptor (Homo sapiens), Q03431 | HEK293 GP2 PTHR1 cells, GloSensor cAMP luminescence, 1 h | Potency, µM (titrated, usually from 115 µM), without a hit: top-dose activation, hits mostly activators | 0.075% of 410,000 active; further: potency means the concentration at half of the fitted maximal effect; nearly all actives have a fitted effect of over 55% in size; some results filed as inactive show a strong effect at the top dose; inactives centre near -15; many of its hits are not listed in these tables
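HEK-293-derived GP2 cells expressing PTHR1 and a GloSensor cAMP reporter, 3,000/well, plated overnight, given luciferin plus IBMX (each 0.5 mM as added) for 1 h at 37 °C, then compound for 1 h at 37 °C. Luminescence was read after 15 min at room temperature.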
PI5P4K alpha inh: qHTS for Inhibitors of phosphatidylinositol 5-phosphate 4-kinase (PI5P4K) | Phosphatidylinositol 5-phosphate 4-kinase type-2 alpha (Homo sapiens), P48426 | 1.2% of 330,000 active | AID 652105, 2013 | PI5P4Kalpha enzyme, ADP-Glo luminescence, 60 min; active compounds read low | max response, %; active means max response of -50% or lower; inconclusive means between -30% and -50%; inactive means -30% or higher; further: value at the top dose of about 77 µM; on the % scale 0 is the no-effect control and ±100 the full control effect
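ADP-Glo luminescence end-point read after a 60 min room-temperature kinase reaction of PI5P4Kalpha plus substrate, initiated with ATP at 5 microM final. Buffer: 0.038 M HEPES pH 7.4, EGTA, 0.1% CHAPS, 5% DMSO.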
PLK1 PBD inh: qHTS for Inhibitors of PLK1-PDB (polo-like kinase 1 - polo-box domain): Primary Screen. Serine/threonine-protein kinase PLK1 (Homo sapiens), P53350. Plk1 PBD binding of FITC phosphopeptide, fluorescence polarization. Potency, µM, inactives show max response, negative = inhibition, usual class: inhibitors. 2.8% of 360,000 active; further: potency means the concentration at half of the fitted maximal effect; series mostly up to about 57 µM; on the % scale 0 is the no-effect control and ±100 the full control effect; nearly all actives have a fitted effect of over 65% in size
Target sequence (P53350 whole entry, looked up, the tested form may be a part): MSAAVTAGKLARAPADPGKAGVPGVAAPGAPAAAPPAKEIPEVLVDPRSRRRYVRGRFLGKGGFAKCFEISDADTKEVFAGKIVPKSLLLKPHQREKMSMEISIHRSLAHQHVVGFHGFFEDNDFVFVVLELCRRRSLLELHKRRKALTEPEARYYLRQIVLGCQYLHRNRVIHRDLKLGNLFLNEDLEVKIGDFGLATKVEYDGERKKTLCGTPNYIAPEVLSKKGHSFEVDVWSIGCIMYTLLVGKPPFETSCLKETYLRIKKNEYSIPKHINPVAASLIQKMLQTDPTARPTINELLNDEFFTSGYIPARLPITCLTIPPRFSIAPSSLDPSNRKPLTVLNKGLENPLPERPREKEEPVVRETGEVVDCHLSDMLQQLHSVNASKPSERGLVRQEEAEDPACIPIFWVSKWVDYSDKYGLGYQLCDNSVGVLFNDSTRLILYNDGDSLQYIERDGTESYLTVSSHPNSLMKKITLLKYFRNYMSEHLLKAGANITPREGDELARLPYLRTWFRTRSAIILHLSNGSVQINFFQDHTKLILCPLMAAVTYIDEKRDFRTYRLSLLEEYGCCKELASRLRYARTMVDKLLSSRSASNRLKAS
EPAC1 ag: qHTS for Agonist of cAMP-regulated guanine nucleotide exchange factor 3 (EPAC1): primary screen; AID 720707, 2013; Rap guanine nucleotide exchange factor 3 (Homo sapiens), O95398; 0.073% of 360,000 active; Potency, µM (series often up to 154 µM), for inactives: at the highest dose activation, actives largely listed as activators; EPAC1 agonist qHTS, biochemical assay; response scale: 100% = response to 6.5 mM cAMP; further: potency means the concentration at half of the fitted maximal effect; nearly all actives have a fitted effect of over 60% in size
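Nucleotide exchange by EPAC1 (100 nM) on Rap1B–BODIPY-GDP (250 nM) in the presence of 50 uM GDP is tracked fluorescently at 480/540 nm over 30 min. Signals are normalized to a 6.5 mM cAMP control.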
GLP-1R agonist: qHTS of GLP-1 Receptor Agonists | Glucagon-like peptide 1 receptor (Homo sapiens), P43220 | HEK293 GLP-1R CRE-luciferase, luminescence, 4-6 h; cells express a hypersensitive GLP-1R form | Potency, µM (titrated, usually from 45.6 µM), without a hit: at the top dose activation, usual class: activators | 0.007% of 380,000 active | AID 624172, 2012; further: potency means the concentration at half of the fitted maximal effect; % of control where 0% means no effect
Target sequence (P43220 whole entry, looked up): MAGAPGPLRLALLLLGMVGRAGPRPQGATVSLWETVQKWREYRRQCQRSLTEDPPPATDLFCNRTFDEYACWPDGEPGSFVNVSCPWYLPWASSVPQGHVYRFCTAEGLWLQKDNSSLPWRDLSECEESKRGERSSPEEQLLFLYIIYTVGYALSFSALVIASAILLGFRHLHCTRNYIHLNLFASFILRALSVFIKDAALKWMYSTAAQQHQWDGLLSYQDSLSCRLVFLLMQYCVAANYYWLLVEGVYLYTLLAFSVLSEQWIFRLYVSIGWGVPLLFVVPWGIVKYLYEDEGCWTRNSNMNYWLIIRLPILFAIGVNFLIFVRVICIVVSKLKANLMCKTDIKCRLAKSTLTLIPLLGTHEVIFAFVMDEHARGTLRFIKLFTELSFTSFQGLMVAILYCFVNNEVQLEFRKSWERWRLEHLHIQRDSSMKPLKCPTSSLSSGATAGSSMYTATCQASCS
GLP1R inv ag: qHTS of GLP-1 Receptor Inverse Agonists (Inhibition Mode); Potency, µM (top dose mostly 38.3 µM), inactives show top-dose activity change, negative = inhibition, actives largely listed as inhibitors; 1.6% of 410,000 active; AID 624417, 2012; HEK293 GLP-1R CRE-luciferase, luminescence, 24 h; GLP-1R form is constitutively active; Glucagon-like peptide 1 receptor (Homo sapiens), P43220; further: potency means the concentration at half of the fitted maximal effect; on the % scale 0 is the no-effect control and ±100 the full control effect; nearly all actives have a fitted effect of over 55% in size
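Using stably transfected HEK293 (constitutively active GLP-1R, cAMP-luciferase reporter), compounds were incubated 24 hr and luciferase measured by luminescence.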
HEK293 tox: qHTS of GLP-1 Receptor Inverse Agonists: Cytotox Screen | Potency, µM (doses to about 38.3 µM), for inactives: at the top dose activity change, negative = inhibition, hits mostly inhibitors | HEK293 cAMP-luciferase reporter cells, luminescence, 24 h | 0.13% of 410,000 active;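 further: loss of luciferase light is scored as toxicity; potency means the concentration at half of the fitted maximal effect; on the % scale 0 is the no-effect control and ±100 the full control effect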
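MLSMR compounds, 24 hr on cells at 37 deg C/5% CO2; luminescence after luciferase reagent (12 min RT). Inhibition counted as the undesired cytotoxic outcome.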
IL-2 act: qHTS of IL-2 Activators | 0.065% of 360,000 active | AID 652025, 2013 | IL-2 activation reporter assay, cell-based qHTS; stimulated with anti-CD3/CD4/CD28 beads; in transgenic mouse T cells | activation, % (series mostly up to about 46 µM); in the data active means activation above about 50%; inconclusive means mostly about 30% to 49%; further: 0% is about no effect
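EGFP and DsRed fluorescence is measured by plate cytometry in unstimulated transgenic mouse T cells exposed to compound for 60 minutes, then stimulated 18 hours at 37 degrees C with anti-CD3/anti-CD4 beads plus anti-CD28.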
* marks the source's active call; other numbers are inactive results; i = inactive; ? = inconclusive; . = not tested or not shown; [ ] = dose if it differs, or a comment. Unless noted, the call rests on the fitted dose curve; in most records, active means well fitted curve in the direction sought with a large enough effect; inconclusive means small, poorly fitted or top-dose-only effect, or another doubt; inactive means no such curve, though single readings can be large; an effect the other way counts as inactive or inconclusive. The list is partial. The share of hits here may be higher or lower than overall.

SMILES | EPAC1 antagonist | PTHR1 ag | PI5P4K alpha inh | PLK1 PBD inh | EPAC1 ag | GLP-1R agonist | GLP1R inv ag | HEK293 tox | IL-2 act
COc1ccc(N2CCN(C(=O)Nc3ccc(S(=O)(=O)N(C)C)cc3)CC2)cc1 | -0.2% | -43.3%[inhibitor] | . | -6.2% | 1.7% | 2.1% | 0.0% | 9.3% | 1.0
COCOCCn1cc(CN2CCS(=O)(=O)N(Cc3ccc(-c4ccc(OC)cc4)cc3)C(C)C2=O)nn1 (stereo not given) | -10.3% | -64.3%[inhibitor] | -17.3 | -13.0% | 3.4% | 10.9% | -15.9% | 1.5% | -1.9
Cc1cccc(NC(=O)NNC(=O)c2sccc2-n2cccc2)c1 | 1.8% | i | -2.4 | -3.7% | 1.5% | 14.6% | 3.5% | -2.5% | 2.1
CCCC[C@H]1COCCS(=O)(=O)N1Cc1ccccc1F | -22.4% | i | 1.4 | -7.1% | -10.2% | -7.8% | -16.5% | 33.2%[activator] | -0.5
COc1ccc2c(c1)c1c(c(=O)n(-c3ccccc3)c(=O)n1CC(=O)NCc1ccc(C)cc1)n2C | . | -21.6% | . | . | . | 0.1% | -7.7% | -12.8% | .
CC(=O)Nc1cc2c3c(c1)CC(=O)N3CCC2 | -5.7% | i | -0.1 | -2.4% | -1.8% | 6.3% | 6.9% | 5.9% | 1.1
COC(=O)[C@H](Cc1ccccc1)NC(=O)CC[C@H]1O[C@@H](n2ccc(=O)[nH]c2=O)[C@H](O)[C@@H]1O | -5.5% | -11.3% | -2.3 | 2.1% | 9.2% | -0.6% | 23.3% | -0.5% | -0.2
O=c1[nH]c(CSc2nc(-c3ccc(F)cc3)cs2)nc2ccccc12 | 2.6% | i | 2.0 | -6.7% | -0.2% | 0.4% | 15.2% | 28.0% | -1.4
Cc1ccc2c(c1)N(CCC(=O)NCc1ccc3c(c1)OCO3)C(=O)CO2 | 19.7% | -7.8%[57.5 µM] | -0.2 | -7.8% | -4.4% | 1.1% | 0.0% | 3.4% | 0.1
COc1ccc(S(=O)(=O)NCCCCNS(=O)(=O)c2ccc(OC)cc2)cc1 | 0.0% | i | -2.9 | -1.1% | -5.8% | 7.1% | -4.7% | -12.6% | 1.4
CSc1nc2nccc(/C=C\c3ccccc3)n2n1 | 7.5% | -12.9%[57.5 µM] | . | -7.4% | 9.8% | 4.6% | ? | -23.9% | 1.5
O=C(O)c1ccccc1C(=O)NNc1ccc(F)cc1 | 13.7% | i | -0.1 | -15.0% | -1.8% | -1.3% | ? | -7.9% | -2.8
Clc1ccc(Cl)c(-c2nn3c(Cn4cnc5ccccc54)nnc3s2)c1 | 0.2% | -24.6% | . | -10.7% | 2.2% | -4.8% | 37.7%[activator] | -2.6% | -0.9
Cc1noc(C(F)(F)F)c1C(=O)NNC(=O)c1cccc(C(F)(F)F)c1 | -18.7% | -4.2% | -2.6 | -3.2% | 5.1% | -1.5% | -16.2% | -14.1% | 0.0
Cc1cc(C)c2c(-n3cccc3)c(C(=O)NNS(=O)(=O)c3ccccc3)sc2n1 | 7.9% | i | ? | -7.3% | 9.3% | 6.9% | 0.0% | 0.5% | -3.0
Cc1ccnc(NC(=O)c2cc([N+](=O)[O-])cc([N+](=O)[O-])c2)c1 | 2.7% | 10.4% | 1.4 | -9.2% | 3.2% | -3.9% | 2.3% | -0.1% | -0.9
O=C(OCc1c(-c2ccccc2)ncc2ccccc12)c1ccc(Cl)cc1Cl | -11.6% | i | 24.1 | -10.2% | 2.5% | 13.6% | 13.3% | -2.8% | 0.5
NC(=O)C1CCN(C(=O)c2ccc(Cl)c(NC(=O)c3cccs3)c2)CC1 | 2.5% | -12.1% | 2.0 | -2.9% | 6.9% | -0.9% | 2.6% | 4.5% | 0.5
O=C(O)c1ccc2c(c1)N(Cc1ccccc1F)C(=O)c1ccccc1S2=O (stereo not given) | -3.3% | -7.4% | -7.2 | -26.9% | -8.3% | -1.3% | 9.2% | -19.8% | 0.8
Cc1cccc(OCc2nnc(SCC(=O)N3CCCC3)n2C)c1 | -2.7% | i | 0.1 | 3.2% | 8.1% | 5.1% | 2.3% | 17.2% | -3.7
COC(=O)c1c(NC(=O)CSc2nnc(-c3ccco3)n2Cc2ccccc2)sc(C)c1C | 2.5% | i | -18.1 | -1.2% | 3.3% | -0.5% | 12.6µM* | 0.0% | -3.6
COc1cccc(CNCc2ccco2)c1O | -7.0% | -1.3% | -0.2 | 5.2% | 5.6% | -0.7% | -17.9% | -1.8% | -2.4
O=C(Cc1ccccc1)N[C@H](c1ccccc1)P(=O)(O)CO | 8.5% | i | 0.5 | -3.5% | 3.1% | -0.7% | 0.9% | 2.9% | -0.1
CC1CC(CCN)(c2ccccc2)C(C)CN1C (stereo not given) | 7.1% | -2.5% | 0.4 | 0.2% | -5.5% | -0.9% | ? | -18.2% | -4.0
CCOC(=O)C(Sc1n[nH]c(N)n1)c1ccccc1 (stereo not given) | 1.8% | i | 0.4 | -12.6% | 11.8% | -13.0% | 5.0% | -0.4% | -0.5
Clc1cccc(CSc2ncnc3c2ncn3C2CCCCO2)c1 (stereo not given) | -3.7% | -24.3% | 15.3 | 2.1% | 7.3% | ? | ? | 1.4% | 0.3
Cc1c(NC(=O)C(C)Sc2nc3ccccc3c(=O)n2CCO)c(=O)n(-c2ccccc2)n1C (stereo not given) | -1.0% | i | . | 1.4% | -1.8% | -5.4% | -5.7% | 6.1% | -0.8
CCCOC(=O)c1c(-c2ccc(OC)cc2)oc2ccc(-c3ccc(OC)nc3)cc12 | 12.1% | 16.8% | 11.0 | 37.7µM* | 1.7% | -3.5% | 8.5% | 13.6% | 0.2
Cc1ccc(C(=O)CS(C)(=O)=O)cc1 | -12.7% | i | 7.3 | -3.3% | 0.0% | -7.8% | 3.3% | 1.5% | 0.3
O=c1cc(NCc2ccccc2)nc2n1CCCS2 | -2.2% | -16.0% | -16.3 | -19.8% | -3.5% | 3.9% | 21.9% | 3.8% | -0.8
CCOc1ccc(C(=O)CSCC(=O)O)cc1 | -5.0% | -10.5% | -0.1 | -9.6% | 5.0% | -1.6% | 1.6% | 4.5% | -2.6
CC(OC(=O)c1ccc(-n2cnnn2)cc1)C(=O)N(C)c1ccccc1 (stereo not given) | 7.5% | -8.7% | -6.9 | -15.2% | 5.1% | 0.6% | 12.2% | 3.8% | -1.7
CC1CCCC(C)N1CCCNC(=O)c1ccc2nc(N3CCOCC3)sc2c1 (stereo not given) | -19.3% | -11.9% | -3.7 | -8.4% | -11.0% | 7.1% | 10.5% | -20.4% | -0.1
CCCNC(=S)Nc1cc2oc3ccccc3c2cc1OC | 2.9% | -6.9% | 8.1 | -0.1% | -0.7% | -5.5% | 8.91µM* | -14.5% | -2.5
Cc1cc(-c2ccc(C)c(S(=O)(=O)N3CC(=O)Nc4ccccc43)c2)on1 | 4.7% | -25.0% | 0.8 | -4.3% | 3.3% | -1.7% | 18.3% | -10.5% | 0.2
Fc1ccccc1C(c1nnnn1Cc1ccc2c(c1)OCO2)N1CCN(Cc2ccccc2)CC1 (stereo not given) | -12.5% | i | -4.1 | -0.5% | 9.3% | -9.0% | ? | 1.9% | -2.1
O=C1NCCN1C(=O)N(c1ccccc1)c1ccccc1 | 7.4% | -18.8% | . | -1.9% | -3.4% | -1.6% | 9.2% | -2.0% | -3.4
CCn1c(=O)cc(OCC(=O)NC(C)c2ccc3c(c2)OCCO3)c2ccccc21 (stereo not given) | -1.5% | -11.7%[57.5 µM] | -7.2 | 26.7µM* | 2.7% | 5.0% | -0.3% | -3.5% | 1.3
CS(=O)(=O)N1CCc2cc(C(=O)Nc3ccccc3)ccc21 | 0.6% | -7.9% | 2.6 | -2.4% | -9.6% | -4.7% | 12.3% | -11.2% | -0.2
COc1ccc(C(=O)N2CCN(S(=O)(=O)c3ccc(Cl)cc3)CC2)cc1S(=O)(=O)N1CCOCC1 | -9.6% | i | -4.2 | -5.3% | 0.6% | 7.5% | -20.3% | 0.4% | 0.4
Cc1cc(C)cc(N(CC(=O)NCC2CCCO2)C(=O)CN2C(=O)COc3ccccc32)c1 (stereo not given) | 0.1% | -6.6%[57.5 µM] | . | 29.9µM* | -2.1% | -0.9% | -7.6% | -0.8% | -1.0
CCOC(=O)c1sc(NC(=O)c2ccncc2)c(C#N)c1C | 11.0% | -49.4%[inhibitor] | ? | 3.77µM* | -9.5% | -4.2% | 0.0% | -9.1% | -2.5
COC(=O)C1=C(C)Nc2nc(SCc3ccccc3)[nH]c(=O)c2C1c1cccs1 (stereo not given) | -1.4% | -2.1% | -0.4 | -4.6% | -1.1% | 6.7% | ? | ? | 0.6

A different layout for 2 compounds above:
Order of values: EPAC1 antagonist | PTHR1 ag | PI5P4K alpha inh | PLK1 PBD inh | EPAC1 ag | GLP-1R agonist | GLP1R inv ag | HEK293 tox | IL-2 act
CCOC(=O)c1sc(NC(=O)c2ccncc2)c(C#N)c1C
 : 11.0% | -49.4%[inhibitor] | ? | 3.77µM* | -9.5% | -4.2% | 0.0% | -9.1% | -2.5
CC(OC(=O)c1ccc(-n2cnnn2)cc1)C(=O)N(C)c1ccccc1 (stereo not given)
 : 7.5% | -8.7% | -6.9 | -15.2% | 5.1% | 0.6% | 12.2% | 3.8% | -1.7

Bioassay records from PubChem BioAssay.
